Integrin act MD – activates integrin-mediated alleviation for muscular dystrophy; actives 0.064% (n = 350,000); alpha7betagal myoblasts, beta-gal FDG fluorescence, 48 h; AID 624291; Potency, µM (titrated, usually from 38.3 µM), without a hit: at the highest dose activation, usual class: activators;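 also: potency is read from the fitted curve at half-maximal effect; 100% = response of the positive control SU9516; nearly all actives have a fitted effect of over 60% in size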
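alpha7betagal+/- myoblasts (passage 13, 250/well) treated 48 h at 37C with compounds at 1:260 dilution of DMSO stock. Lysed, then beta-galactosidase activity read as FDG fluorescence (ex 480/em 540) after 30 min, with pre-read for autofluorescence.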
BRCA1 expr up – activators of BRCA1 expression; MCF7-BRCA1-FFLuc reporter, luminescence, 48 h; response scale: scaled: vehicle 0%, 10 µM genistein 100%; Potency, µM (titrated, usually from 46.1 µM), without a hit: top-dose activation, actives largely listed as activators; actives 1.1% (n = 380,000); also: potency is read from the fitted curve at half-maximal effect; nearly all actives have a fitted effect of over 80% in size; some results filed as inactive show a strong effect at the top dose
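Cells: MCF7-BRCA1-FFLuc, 2000/well. Exposure: 48 h, 37 °C, 5% CO2. Read: luminescence, 15 min post-substrate. Controls: genistein 10 microM (maximal activation), DMSO (neutral).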
ELG1 DNA repair – ELG1-dependent DNA repair inhibition. Potency, µM (titrated, usually from 46.1 µM), for the others: at the top dose activity change, negative = inhibition, most hits filed as inhibitors. AID 504467. actives 2.3% (n = 330,000). HEK293T ELG1-luciferase reporter, luminescence, 16 h; DNA damage induced by 5-fluorouridine; also: potency is read from the fitted curve at half-maximal effect; % is scaled to controls: 0 for no effect and ±100 for the full control effect; nearly all actives have a fitted effect of over 55% in size
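DMSO vehicle served as the neutral condition. Each well held 2,000 cells given 5-fluorouridine plus compound; after 16 hr at 37 °C/5% CO2, ONE-Glo was added and luciferase measured 30 min later.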
CXXC DNA block – MLL CXXC-DNA interaction inhibition | AID 2662 | Q03164 | MLL-CXXC / FITC-HOXA9 DNA fluorescence polarization | actives 0.037% (n = 290,000) | Potency, µM (highest dose often 115 µM), inactives show top-dose activity change, negative = inhibition, hits mostly inhibitors; active = well fitted inhibition curve with a large enough effect in the polarisation, with a control signal flat, not every such curve was filed as active; inconclusive = small, poorly fitted or top-dose-only effect, or effect the other way, or a change in a side signal; inactive = no such curve, though single readings can be large or run the other way; the % refers to the polarisation; also: potency is read from the fitted curve at half-maximal effect
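Fluorescence polarization: 7 uM MLL-CXXC (stock) preincubated 5 min with compounds, then 50 nM fluorescein-HOX-A9 DNA (stock) added; 30 min ambient. Buffer 50 mM Tris-HCl pH 7.5, 50 mM NaCl, 1 mM DTT, 0.05% BSA.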
PTAP TSG101 blk – blocks PTAP/TSG101 interaction to inhibit HIV-1 budding. Fluorescence polarization, FITC-PTAP peptide / Tsg101 binding. Potency, µM (highest dose often 115 µM), without a hit: at the top dose activity change, negative = inhibition, hits mostly inhibitors. 340,000 tested, under 10 active. Q99816; active = well fitted inhibition curve with a large enough effect in the main read-out, with a control signal flat, not every such curve was filed as active; inconclusive = small, poorly fitted or top-dose-only effect, or effect the other way, or a change in a side signal; inactive = no such curve, though single readings can be large or run the other way; also: potency is read from the fitted curve at half-maximal effect; % of control where 0% means no effect
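Compounds were pin-transferred onto Tsg101 binding domain (10 uM final) in HEPES pH 7.5 buffer, then FITC-PTAP peptide was added at 50 nM final. After 20 min at RT, polarization reported peptide displacement across a qHTS concentration series.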
TCR act – activates T cell receptor signaling. primary human leukocytes, anti-CD3, IL-2 HTRF, 48 h. Potency, µM (top dose mostly 9.22 µM), without a hit: at the highest dose activation of IL-2 secretion, usual class: activators. 330,000 tested, under 10 active. AID 504894; also: % of control where 0% means no effect
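IL-2 release read by HTRF sandwich (Eu cryptate donor, d2 acceptor, 665 nm emission) after 48 hr exposure of primary human leukocytes to compound together with anti-CD3 beads in the absence of co-stimulatory signals.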
TRPV1 agonist – human TRPV1 agonism | activation, % at 8.33 µM | TRPV1-expressing cells, Fluo-8 calcium influx, agonist mode | actives 0.19% (n = 320,000) | Q8NER1; in the data active = activation above about 80%; inconclusive = between about 30% and that limit; also: 0% is about no effect
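TRPV1-expressing cells were cultured overnight at 35.5C and loaded with Fluo-8 calcium dye for 40 to 90 min at room temperature. After a 10 s baseline, compound was added and calcium influx was read kinetically for 3 min (ex 480/em 520 nm).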
AT treatment – potential ataxia-telangiectasia treatment. actives 0.19% (n = 320,000). […] A-T fibroblasts, KAP-1 phosphorylation AlphaLISA; neocarzinostatin DNA damage 30 min before lysis. AID 485349. Potency, µM (top dose mostly 57.5 µM), without a hit: at the top dose activation, most hits filed as activators; also: potency is read from the fitted curve at half-maximal effect; % of control where 0% means no effect; nearly all actives have a fitted effect of over 45% in size
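hTERT-immortalized A-T patient fibroblasts ([…]), 500 cells/well in OPTI-MEM, 1% FBS, got compounds for 60 min, then NCS for 30 min at 37C. Lysates were then assayed for phospho-KAP-1 by AlphaLISA (anti-pKAP1 donor, anti-KAP1 acceptor beads), 6 hr at 25C.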
p53 reactivation – restores transcriptional activity of mutant p53 | Potency, µM (doses to about 92.2 µM), for inactives: at the top dose activity change, positive = activation, hits mostly activators | actives 0.063% (n = 320,000) | AID 504706 | H1299 p53-A138V BP100-luciferase reporter, luminescence, 24 h; also: potency is read from the fitted curve at half-maximal effect; % of control where 0% means no effect; nearly all actives have a fitted effect of over 45% in size
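H1299 (p53-null), stable ts p53-A138V + BP100-Luc; 1000 cells/well, Opti-MEM/10% FBS; cpd 4 pt, 1:5; 24 h, 37 deg C, 5% CO2; detection reagent 10 min RT; luminescence.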
B2AR arrestin – recruits beta-arrestin to the human beta2-adrenergic receptor; actives 0.02% (n = 330,000); beta-arrestin recruitment to beta2AR, cell-based reporter; P07550; Potency, µM (titrated, usually from 46.1 µM), for inactives: top-dose activation, most hits filed as activators;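 also: potency is read from the fitted curve at half-maximal effect; 0% = DMSO controls and full agonism = EC100 isoproterenol or metaproterenol; nearly all actives have a fitted effect of over 65% in size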
* marks the source's active call; other numbers are inactive results; ? = inconclusive; · = not tested or not shown; [ ] = remark or other dose. Unless noted, calls follow the shape of the dose curve; as a rule, active = well fitted curve in the direction sought with a large enough effect; inconclusive = small, poorly fitted or top-dose-only effect, or another doubt; inactive = no such curve, though single readings can be large; an effect the other way counts as inactive or inconclusive.

SMILES	Integrin act MD	BRCA1 expr up	ELG1 DNA repair	CXXC DNA block	PTAP TSG101 blk	TCR act	TRPV1 agonist	AT treatment	p53 reactivation	B2AR arrestin
O=C(Cc1cccc2ccccc12)Nc1cc(Cl)ccc1C(=O)O	0%	1%	-7%	?	-8%	2%	2	·	-24%	-0.1%
COc1ccccc1Cn1c(-c2ccccc2OC)nc2ccccc21	14%	-26%	-13%	7%	-6%	-2%	6	5%	-18%	-0.9%
COc1ccc(C2=NN(c3ccc(C(=O)O)cc3)C(c3ccc(OC)c(OC)c3)C2)cc1 (stereo not given)	42%	?	?	3%	-8%	8%	2	28µM*	11%	2.7%
O=C(CNC(=O)c1ccc(F)cc1)N/N=C/c1cccnc1	0%	-16%	?	12%	-3%	-6%	-2	5%	0%	9.6%
CCN1C(=O)/C(=C/c2ccc(N3CCCC3)cc2)NC1=S	-48%[inhibitor]	-8%	?	?	?	5%[46.1 µM]	?	-13%	?	0.1%
C/C(=C\C(=O)c1ccc(Br)cc1)NNC(=O)c1ccc(O)cc1	-3%	-51%	?	9%	-5%	-1%	24	7%	-20%	-0.2%
Cc1ccc(-n2c(C)cc(C)c(C#N)c2=O)cc1C	3%	-18%	3%	1%	-2%	4%	6	9%	-3%	-0.1%
OCC1(Cc2ccccc2)CCN(Cc2ccc(-c3ccco3)cc2)CC1	0%	-28%	-6%	0%	-3%	1%	0	0%	0%	0.5%
COc1ccc(/C=C(\C#N)C(=O)OCC(=O)NC(=O)NCCC(C)C)cc1	-16%	9%	-6%	-23%	2%	-6%	2	-7%	11%	0.1%
CC1CCN(C(=O)c2ccc(NS(C)(=O)=O)cc2)CC1	14%	2%	·	-1%	-3%	4%	-4	·	·	·

A draw from above in order of count of non-hydrogen atoms, ascending.
SMILES	Integrin act MD	BRCA1 expr up	ELG1 DNA repair	CXXC DNA block	PTAP TSG101 blk	TCR act	TRPV1 agonist	AT treatment	p53 reactivation	B2AR arrestin
Cc1ccc(-n2c(C)cc(C)c(C#N)c2=O)cc1C	3%	-18%	3%	1%	-2%	4%	6	9%	-3%	-0.1%
O=C(CNC(=O)c1ccc(F)cc1)N/N=C/c1cccnc1	0%	-16%	?	12%	-3%	-6%	-2	5%	0%	9.6%
C/C(=C\C(=O)c1ccc(Br)cc1)NNC(=O)c1ccc(O)cc1	-3%	-51%	?	9%	-5%	-1%	24	7%	-20%	-0.2%
O=C(Cc1cccc2ccccc12)Nc1cc(Cl)ccc1C(=O)O	0%	1%	-7%	?	-8%	2%	2	·	-24%	-0.1%
COc1ccc(/C=C(\C#N)C(=O)OCC(=O)NC(=O)NCCC(C)C)cc1	-16%	9%	-6%	-23%	2%	-6%	2	-7%	11%	0.1%
COc1ccc(C2=NN(c3ccc(C(=O)O)cc3)C(c3ccc(OC)c(OC)c3)C2)cc1 (stereo not given)	42%	?	?	3%	-8%	8%	2	28µM*	11%	2.7%

Further compounds follow.
SMILES	Integrin act MD	BRCA1 expr up	ELG1 DNA repair	CXXC DNA block	PTAP TSG101 blk	TCR act	TRPV1 agonist	AT treatment	p53 reactivation	B2AR arrestin
O=C(COC(=O)c1cn(-c2ccccc2)nc1-c1ccc(F)cc1)Nc1ncc(Cl)cc1Cl	44%	21%	?	17%	4%	8%[46.1 µM]	-2	-1%	?	0.2%
O=C(COc1cccc(Oc2ccccc2)c1)Nc1ncccn1	8%	18%	-4%	1%	-6%	-16%	1	-1%	?	-0.1%
Cc1ccc(C(CCN(Cc2ccccc2)C(=O)c2ccco2)c2ccco2)cc1 (stereo not given)	-4%	-37%	-5%	-2%	11%	0%[46.1 µM]	17	1%	1%	2.8%
Cc1ccc(C(=O)NC(N2CCCC2)C(Cl)(Cl)Cl)cc1 (stereo not given)	14%	2%	11%	0%	-4%	-5%	5	4%	-2%	-0.1%
COc1ccc(S(=O)(=O)N2CCN(C(=O)c3ccco3)CC2)cc1C(C)(C)C	?	0%	-5%	8%	-10%	-3%	3	2%	12%	0.3%
O=C1NC2(CCCC2)N=C1c1ccc(Cl)cc1	-7%	22%	?	2%	·	·	6	-3%	21%	0.2%
CNS(=O)(=O)c1cccc(C(=O)OCC(=O)c2c(N)n(C)c(=O)n(C)c2=O)c1	8%	0%	-13%	-3%	-4%	10%	-1	13%	1%	-0.1%
Cc1ccc(-c2cc(C(=O)OCC(=O)Nc3ncc(C(F)(F)F)cc3Cl)c3ccccc3n2)cc1	10%	-14%	?	12%	3%	7%[46.1 µM]	-2	1%	11%	-0.1%
O=C1NC2(CCCCC2)Cc2ccccc21	12%	-5%	?	5%	-5%	2%	2	12%	-2%	-0.7%
O=C(CCNC(=O)Cn1ccc2ccccc2c1=O)NCCCN1CCN(c2ccccc2F)CC1	-19%	0%	-2%	-14%	-3%	5%	2	11%	-13%	-0.1%
COC(=O)CCC(=O)OC1(C)C(=O)C=C2C=C(C3CC3)N(Cc3ccc4c(c3)OCO4)C=C2C1=O (stereo not given)	-22%	0%	-2%	3%	-6%	-1%	3	6%	3%	0.2%
CC(C)C[C@@H]1NC(=O)[C@H](CO)NC(=O)c2cc([N+](=O)[O-])cc(I)c2OCC[C@@H](C(N)=O)NC1=O	-1%	7%	-2%	14%	-3%	11%	0	8%	-4%	-0.6%
Oc1ccccc1-c1nc(/C=C/c2ccccc2)nn1-c1ccccc1	-24%	33%	17%	?	-1%	-1%[46.1 µM]	0	9%	7%	-0.2%
CC(/C=N/n1c(-c2cccnc2)n[nH]c1=S)=C\c1ccccc1	-7%	-8%	?	0%	-7%	2%	0	-8%	-7%	-0.5%
COC(=O)CSc1ncnc2c(C)csc12	7%	7%	2%	4%	0%	2%	0	1%	0%	-0.6%
COc1cc([N+](=O)[O-])ccc1NC(=O)CCCOc1cc(C)ccc1C	-5%	-15%	-8%	15%	-2%	-3%[46.1 µM]	6	4%	-22%	-0.2%
Cc1cccc(/C=N\Nc2nnc(-c3ccccc3)c(=O)[nH]2)c1	9%	14%	28%	3%	-1%	1%[46.1 µM]	-4	0%	0%	3.7%
COc1ccc(OC)c(C2=NS(=O)(=O)N(C)C(C(=O)Nc3cccc(C(C)=O)c3)=C2)c1	2%	0%	?	6%	-1%	-5%	14	1%	-5%	-0.8%
O=C(NC(=S)NCc1nc2ccccc2[nH]1)c1ccc(F)cc1	30%	-22%	?	2%	-4%	-95%	0	17%	7%	0.1%
CC(C)=CCc1c(O)ccc2c1OC(c1ccc(O)c(O)c1)CC2=O (stereo not given)	-24%	-47%	-1%	-6%	1%	-1%	3	-12%	-6%	0.0%
COc1ccccc1CNC(=O)c1ccccc1NS(C)(=O)=O	18%[7.66 µM]	-14%	1%	-6%	-6%	-20%	2	-1%	-5%	-0.2%
COc1ccc(S(=O)(=O)Nc2cc(C(=O)NCCCN3CCOCC3)ccc2N2CCOCC2)cc1	0%	-6%	?	-6%	-4%	2%	2	2%	5%	-0.2%
Cc1ccc(S(=O)(=O)NCC(=O)OCC(=O)N(C)C2CCS(=O)(=O)C2)cc1 (stereo not given)	15%	1%	2%	·	-2%	1%	-6	-8%	6%	-0.2%
Cc1ccc(C)c(NC(=O)Cn2nnc(C(=O)NCc3ccco3)c2N)c1	30%	2%	6%	2%	-3%	-3%	0	-3%	-10%	-0.6%
COc1ccccc1N1CCN(C(=O)Cc2cccs2)CC1	-16%	18%	1%	-3%	-3%	0%	14	2%	-3%	0.0%
Cc1ccoc1C(=O)Nc1cccc(Oc2ccccc2)c1	-18%	?	?	-6%	-5%	2%	1	26%	?	-0.8%
CCc1ccccc1NC(=O)CNC(=O)CCNC(=O)Nc1ccccc1	6%	-13%	-1%	·	-1%	-66%	1	1%	4%	-0.3%
Cc1cc(C)c(S(=O)(=O)NCc2ccc3c(c2)cc(C)n3C)c(C)c1	6%	-8%	-6%	-4%	-4%	2%	-4	13%	0%	-0.6%
Cc1c(C)c2c(OCC(=O)NCC(=O)NCC(=O)O)cc3c(c2oc1=O)CCC(C)(C)O3	21%	-15%	1%	?	-5%	7%	-1	-3%	6%	0.2%
COc1ccccc1OCCn1c(SCC(=O)O)nc2ccccc21	-14%	-20%	-1%	-3%	-6%	-38%	1	3%	·	0.0%
c1ccc(SCc2nc(-c3cccnc3)no2)cc1	5%	?	?	-2%	-5%	-1%	·	12%	?	?
CN(CCC1CCCCO1)C(=O)c1cc(COc2ccc(F)cc2F)on1 (stereo not given)	-9%	20%	12%	-5%	·	-8%	?	0%	0%	0.1%

Bioassay records (PubChem BioAssay)
